Source: PubChem BioAssay
Apoferritin bind = candidate novel general anesthetic via apoferritin binding | AID 485281 | apoferritin/1-aminoanthracene competitive binding, fluorescence | actives 0.074% (n = 350,000) | Potency, µM (top dose mostly 77.5 µM), without a hit: at the top dose activity change, negative = displacement, hits mostly inhibitors | P02791; also: potency is read from the fitted curve at half-maximal effect; % is scaled to controls: 0 for no effect and ±100 for the full control effect; nearly all actives have a fitted effect of over 20% in size
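Horse-spleen apoferritin (10 uM) was mixed with 50% saturated 1-aminoanthracene in PBS, exposed to compounds for 10 min at room temperature, and read for fluorescence (ex 380 nm, em 535 nm). Competitive displacement was fitted with a four-parameter Hill equation.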
ERG Ets-DNA blk = blocks human ERG Ets domain binding to DNA; P11308; Potency, µM (top dose mostly 76.9 µM), for the others: top-dose FP activity, negative = inhibition, most hits filed as inhibitors; actives 0.028% (n = 370,000); fluorescence polarization, His-ERG Ets domain / labelled DNA; active = well fitted inhibition curve with a large enough effect in the polarisation, with a control signal flat; inconclusive = small, poorly fitted or top-dose-only effect, or effect the other way, or a change in a side signal; inactive = no such curve, though single readings can be large or run the other way; the % refers to the polarisation;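 also: polarization taken with two DNA probes labelled with fluorescein and Texas red; potency is read from the fitted curve at half-maximal effect; % of control where 0% means no effect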
Target sequence (P11308 whole entry, looked up, the tested form may be a part): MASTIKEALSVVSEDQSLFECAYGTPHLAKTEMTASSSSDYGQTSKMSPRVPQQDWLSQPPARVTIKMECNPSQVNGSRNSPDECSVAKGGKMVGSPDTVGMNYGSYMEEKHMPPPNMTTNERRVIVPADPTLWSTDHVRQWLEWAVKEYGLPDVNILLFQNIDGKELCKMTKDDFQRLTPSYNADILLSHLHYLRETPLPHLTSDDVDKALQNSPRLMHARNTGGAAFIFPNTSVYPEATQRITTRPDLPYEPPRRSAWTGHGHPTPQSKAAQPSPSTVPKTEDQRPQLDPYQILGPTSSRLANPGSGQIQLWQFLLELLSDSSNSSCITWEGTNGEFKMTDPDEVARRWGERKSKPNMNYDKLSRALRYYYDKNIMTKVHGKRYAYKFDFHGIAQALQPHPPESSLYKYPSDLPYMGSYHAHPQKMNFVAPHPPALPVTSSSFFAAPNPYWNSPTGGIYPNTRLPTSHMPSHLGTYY
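His-tagged ERG Ets domain (1 uM in the protein solution; 300mM KCl, 50mM Tris-HCl, 1mM EDTA, 1mM DTT, pH 7.5) received compound, then a probe mix of 5 nM fluorescein-DNA and 100nM Texas-615-DNA. Fluorescence polarization was read for both dyes.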
APE1 inh = blocks human APE1 abasic DNA cleavage; P27695; recombinant APE1, TAMRA/BHQ-2 abasic DNA cleavage fluorescence; Potency, µM (doses to about 65.8 µM), inactives show top-dose activity change, negative = inhibition, actives largely listed as inhibitors; actives 0.35% (n = 350,000); AID 2517;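 also: potency is read from the fitted curve at half-maximal effect; plate controls were vehicle for no effect and reference inhibitor for full effect; nearly all actives have a fitted effect of over 55% in size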
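Substrate: short duplex with […] THF abasic site, 5'-TAMRA and 3'-BHQ-2, 50 nM final. APE1 at 0.75 nM, preincubated 15 min RT with compound. Fluorescence increase from first to third read measured activity.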
LDHA block = blocks human lactate dehydrogenase A | purified LDHA, NADH/diaphorase-resazurin fluorescence; hits give low values | P00338 | activity change, % (values are at about 110 or 230 µM) | AID 1347041 | actives 0.15% (n = 480,000); in the data active = activity change below about -30%; inconclusive = mostly about -25% to -30%;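 also: plate controls were DMSO wells for no effect and wells without enzyme for full effect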
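Human LDH5 (2 nM) was incubated with 0.06 mM NADH and 0.2 mM pyruvate for 5 min at room temperature in Tris pH 7.4. Remaining NADH was coupled through diaphorase/resazurin, and resorufin fluorescence was read at 0 and 20 min.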
POLK inh = DNA polymerase kappa (human) inhibition; AID 588579; purified Pol kappa, fluorescent DNA synthesis assay, 10 min; Potency, µM (titrated, usually from 107 µM), for the others: top-dose activity, negative = inhibition, usual class: inhibitors; actives 0.53% (n = 400,000); Q9UBT6; also: potency is read from the fitted curve at half-maximal effect; % is scaled to controls: 0 for no effect and ±100 for the full control effect
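Activity was followed as the change in fluorescence between reads at 0 and 10 min after starting the reaction with 50 nM substrate. Beforehand, 10 nM polymerase had been preincubated with compound for 15 min at room temperature.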
Pol beta inh = DNA polymerase beta (human) inhibition. AID 485314. Potency, µM (doses to about 114 µM), for inactives: at the highest dose activity change, negative = inhibition, usual class: inhibitors. Pol beta primer extension/strand displacement, fluorescence kinetic. actives 1.3% (n = 340,000); also: potency is read from the fitted curve at half-maximal effect; % is scaled to controls: 0 for no effect and ±100 for the full control effect
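Human Pol beta at 10 nM; strand-displacement substrate 50 nM final. Compound exposure 15 min at room temperature before start, reaction 10 min at room temperature.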
RGS4 inh = blocks human RGS4-accelerated GTP hydrolysis; actives 0.039% (n = 390,000); P49798; Potency, µM (doses to about 114 µM), for the others: top-dose activity change, negative = inhibition, usual class: inhibitors; Transcreener GDP fluorescence polarization, RGS4-accelerated GTP hydrolysis; also: potency is read from the fitted curve at half-maximal effect; % is scaled to controls: 0 for no effect and ±100 for the full control effect; nearly all actives have a fitted effect of over 75% in size; some results filed as inactive show a strong effect at the top dose
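MLSMR compounds (23 nl, pin-transferred) preincubated 10 min at room temperature with a 500nM (2x) first reagent, then RGS4 at 900nM (2x) plus Transcreener GDP mix added; fluorescence polarization (620/688 nm) read before and after 90 min at 30 °C.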
Pol eta inh = DNA polymerase eta (human) inhibition; Q9Y253; recombinant Pol eta, fluorescent DNA replication assay; Potency, µM (highest dose often 114 µM), for inactives: top-dose activity change, negative = inhibition, actives largely listed as inhibitors; actives 1.2% (n = 390,000); also: potency is read from the fitted curve at half-maximal effect; % is scaled to controls: 0 for no effect and ±100 for the full control effect
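Pol eta at 10 nM preincubated with compounds 15 min at room temperature; reaction started with fluorescent substrate (50 nM final) and read kinetically at 0 and 10 min.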
ALOX12 inh = blocks human arachidonate 12S-lipoxygenase | purified 12hLO, xylenol orange hydroperoxide absorbance | P18054 | AID 1671190 | actives 1.1% (n = 580,000) | Potency, µM (highest dose often 108 µM), inactives show at the highest dose activity change, negative = inhibition, most hits filed as inhibitors; also: potency is read from the fitted curve at half-maximal effect; % is scaled to controls: 0 for no effect and ±100 for the full control effect
Target sequence (P18054 whole entry, looked up): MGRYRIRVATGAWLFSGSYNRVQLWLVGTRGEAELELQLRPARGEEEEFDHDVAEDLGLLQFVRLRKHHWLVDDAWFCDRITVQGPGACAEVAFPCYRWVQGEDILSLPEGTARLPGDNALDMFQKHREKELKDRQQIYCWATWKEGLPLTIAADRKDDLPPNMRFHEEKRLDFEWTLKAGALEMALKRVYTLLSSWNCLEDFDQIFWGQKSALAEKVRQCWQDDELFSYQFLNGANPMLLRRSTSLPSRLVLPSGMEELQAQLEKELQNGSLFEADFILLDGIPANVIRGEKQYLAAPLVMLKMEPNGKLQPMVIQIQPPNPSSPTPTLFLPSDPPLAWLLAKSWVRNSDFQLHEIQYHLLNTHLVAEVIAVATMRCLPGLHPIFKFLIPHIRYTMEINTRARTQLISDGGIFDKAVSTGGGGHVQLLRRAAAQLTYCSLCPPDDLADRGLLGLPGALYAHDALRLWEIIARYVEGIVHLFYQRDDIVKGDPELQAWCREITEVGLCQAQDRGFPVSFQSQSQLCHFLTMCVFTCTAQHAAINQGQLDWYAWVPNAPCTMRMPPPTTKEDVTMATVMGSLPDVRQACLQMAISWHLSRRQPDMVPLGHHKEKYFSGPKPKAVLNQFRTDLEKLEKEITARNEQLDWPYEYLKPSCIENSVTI
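Purified human 12hLO (150 nM final) in 25 mM Hepes, 0.01% Triton X-100, pH 7.0 was preincubated 15 min at room temperature with compound. Then 40 uM arachidonic acid was added, 30 min. Hydroperoxide was read by Fe-XO absorbance ratio 573/405 nm.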
Numbers without * were called inactive; i = inactive; ? = inconclusive; · = not tested or not shown; & = joins results of further samples; [ ] = another dose, or the depositor's remark. Unless noted, calls follow the shape of the dose curve; as a rule, active = well fitted curve in the direction sought with a large enough effect; inconclusive = small, poorly fitted or top-dose-only effect, or another doubt; inactive = no such curve, though single readings can be large; an effect the other way counts as inactive or inconclusive.

SMILES	Apoferritin bind	ERG Ets-DNA blk	APE1 inh	LDHA block	POLK inh	Pol beta inh	RGS4 inh	Pol eta inh	ALOX12 inh
CC1CCCN(C(=O)C(=O)c2cn(CC(=O)N3CCCCCC3)c3ccccc23)C1 (centres undefined)	?	-12%	-20%	3	-16%	14%	-6%	7%	0%
CCOC(=O)N1CCC(NC(=O)CCC(=O)N2CC(C)Oc3ccccc32)CC1 (centres undefined)	-8%	7%	-2%	-5	-10%	-1%	17%	-4%	?
CCc1ccc(OCC(=O)Nc2ccc(Cl)c(-c3nc4cc(C)cc(C)c4o3)c2)cc1	-7%	-20%	·	-2	-6%	3%	-24%	-2%	-20%
COc1ccc(C2=CSC3=NCCN23)cc1OC	-5%	0%	1%	-5	-32%	-17%	-14%	-14%	-5%
Cc1ccccc1OCC(=O)OCC(=O)NC1CC1	·	·	-1%	-3	-19%	·	17%	3%	3%
CCCCCCNC(=O)CC(c1ccccc1)c1cc(Br)ccc1O (centres undefined)	2%	7%	0%	-2	-12%	9%	-13%	-13%	0%
COc1ccc(C(=O)/C=C/Nc2ccc(C)cn2)cc1OC	3%	2%	-6%	-4	-2%	-16%	-27%	-12%	10%
Nc1cccc(C(=O)OCC(=O)NC2CCCc3ccccc32)c1 (centres undefined)	?	0%	-4%	2	0%	-5%	6%	-1%	3%
O=C(Oc1ccc(Br)cc1C(=S)N1CCOCC1)c1ccc(F)cc1	-15%	8%	3%	-5	0%	13%	?	-11%	·
N#Cc1ccc(CC(=O)c2ccccc2)[nH]c1=O	·	69%[activator]	·	-8	-22%	·	?	-14%	?
COCCn1c(=O)[nH]c2cc(C(=O)Nc3ccc(OC)c(Cl)c3)ccc2c1=O	-10%	8%	10%	-6	3%	44%	-19%	-6%	·
CCOC(=O)c1oc2c(c1C)C(=O)CCC2	-2%	-15%	-4%	-2	-7%	27%	-20%	-6%	-13%
CCCNC(=O)c1ccc2c(c1)nc(C)n2-c1cccc(Cl)c1	-7%	5%	12%	1	13%	19%	-10%	-9%	0%
O=C(Nc1ccccc1C(=O)O)c1ccc2ccccc2n1	-6%	-1%	-5%	-2	-5%	6%	-22%[11.4 µM]	-6%	70%[activator]
Cc1ccc(C)c(S(=O)(=O)/N=C2\C=C(NS(=O)(=O)c3ccccc3)C(=O)c3ccccc32)c1	-12%	28%	-16%	8	-3%	-7%	10%	?	?
CCCCN(C)CCNC(=O)c1cn(C)c(=O)c2c1c1ccccc1n2C	14%	-1%	-13%	-3	5%	43%	6%	-17%	449%[activator]
COc1cc(S(=O)(=O)N(Cc2cccnc2)Cc2ccco2)ccc1-n1cnnn1	-17%	·	3%	12	-8%	2%	-27%	-29%	?
COc1ccc(-c2ccc(NS(=O)(=O)c3cc([N+](=O)[O-])c(C)c([N+](=O)[O-])c3)cc2)nn1	-24%	-6%	-2%	-5	-31%	?	14%	?	-25%
CCN(c1ccccc1)S(=O)(=O)c1ccc(C(=O)NCCCN2CCOCC2)cc1	·	4%	14%	-6	1%	·	24%	4%	-14%
O=Cc1ccc2oc3nc4n(c(=O)c3c(=O)c2c1)CCCS4	-23%	-2%	?	-12	20µM*	8.9µM*	?	2.5µM*	-9%
Cc1noc(C)c1NC(=O)Nc1ccc2c(c1)C(=O)N([C@H](C)CO)C[C@H](C)[C@@H](CN(C)C(=O)Nc1ccccc1)O2	·	6%	-10%	2	1%	·	-1%	-4%	-4%
CC(=O)N1c2ccc(S(=O)(=O)N3CCCC3)cc2CC1C(=O)NCc1cccc(F)c1 (centres undefined)	-9%	6%	37%[activator]	-2	-9%	3%	-23%[11.4 µM]	-17%	11%
CC(=O)Nc1ccc(N(CC(=O)NCC2CCCO2)C(=O)CCC(=O)Nc2cc(C)on2)cc1 (centres undefined)	2%	-3%	-5%	-3	-6%	57%	9%	-7%	-3%
CCCCN(C(=O)CCSc1ccc(F)cc1)c1c(N)n(Cc2ccccc2)c(=O)[nH]c1=O	·	-4%	-4%	1	-14%	·	7%	0%	-26%
O=[N+]([O-])c1ccc(-c2cn3c(n2)SCC3)cc1	·	-6%	·	-8	9%	·	22%	-11%	9%
NC1=NC(=O)/C(=C\c2ccc(O)c([N+](=O)[O-])c2)S1	-24%	2%	-1%	1	-26%	?	7%	-6%	-10%
CC1=C(C#N)C(C(F)(F)F)(C(F)(F)F)N=C(c2ccco2)N1	1%	·	-2%	3	-4%	7%	-1%	-16%	8%
CCCCC(SCC(=O)Nc1ccccc1)C(=O)O (centres undefined)	3%	2%	12%	1	-14%	1%	-7%	-10%	-18%
Cn1c(=O)c2c(nc(NCCO)n2CCCc2ccccc2)n(C)c1=O	16%	-1%	52%[activator]	0&-4	-5%	-2%	13%	-4%	1%&15%
COc1ccc(NC(=O)c2ccc(NS(=O)(=O)c3cccc4cccnc34)cc2)cc1	-3%	14%	-7%	3	-3%	44%	-10%[56.9 µM]	-13%	9%
N#C/C(C(=O)N1CCCCC1)=C1\Nc2ccccc2S1	-4%	-2%	12%	-5	-28%	28%	1%	-11%	0%
CN(c1ccccc1)S(=O)(=O)c1nnc(NC(=O)c2cccs2)s1	-16%	1%	·	-7	-7%	0%	1%	·	-1%
C=CCN(c1ccc(F)cc1)S(=O)(=O)c1cc(C(=O)OCC(=O)N(C)C2CCS(=O)(=O)C2)ccc1Cl (centres undefined)	-16%	-7%	-7%	2	-12%	1%	26%	-5%	0%
O=S(=O)(Nc1ccncc1Cl)c1ccc2ccccc2c1	-6%	-3%	0%	0	0%	0%	1%	-11%	-2%
COc1ccccc1-n1c(CNC(=O)c2ccco2)nnc1SCC(=O)Nc1ccc(F)cc1	-4%	-10%	14%	-4	-5%	1%	6%	3%	23%
CCSc1nnc2n(-c3cccc(C)c3)c(=O)c3c4c(sc3n12)CCCC4	-2%	3%	·	-3	0%	-1%	-6%	-4%	?
Clc1ccccc1-c1nc(-c2ccccc2)n[nH]1	?	2%	-1%	-3	-4%	5%	6%	6%	-15%
CCOc1ccc(NC(=O)c2cc(SC)ccc2Cl)cc1	-9%	-1%	-7%	-8	-4%	5%	-2%	-4%	-2%
COc1cccc(/C=C/C(=O)OCC(=O)c2c[nH]c3ccccc23)c1OC	-22%	-8%	?	-6	-15%	-22%	0%	-14%	-4%
CC(C)(C)NS(=O)(=O)c1ccc(CCC(=O)Nc2cc(Cl)ccc2Oc2ccccc2)cc1	4%	0%	-8%	-6	-12%	26%	23%[11.4 µM]	-22%	16%

Reprinted at random: 2 records from the list, in no set order.
SMILES	Apoferritin bind	ERG Ets-DNA blk	APE1 inh	LDHA block	POLK inh	Pol beta inh	RGS4 inh	Pol eta inh	ALOX12 inh
CCOc1ccc(NC(=O)c2cc(SC)ccc2Cl)cc1	-9%	-1%	-7%	-8	-4%	5%	-2%	-4%	-2%
COc1cccc(/C=C/C(=O)OCC(=O)c2c[nH]c3ccccc23)c1OC	-22%	-8%	?	-6	-15%	-22%	0%	-14%	-4%

(next part)
SMILES	Apoferritin bind	ERG Ets-DNA blk	APE1 inh	LDHA block	POLK inh	Pol beta inh	RGS4 inh	Pol eta inh	ALOX12 inh
O=C(NCCCN1CCOCC1)c1ccc2c(c1)N(Cc1ccccc1)CCS2	77%[activator]	-10%	13%	-2	-2%	0%	-11%	-10%	-7%
O=C(NCC1CCCO1)C1CCN(S(=O)(=O)c2ccc(Br)cc2)CC1 (centres undefined)	-5%	3%	19%	-3	7%	9%	-2%	-17%	i
COc1ccc(C2CC3(O)CC(C#N)(C(=O)N3)C2(C#N)C#N)cc1 (centres undefined)	-7%	10%	2%	1	5%	25%	-11%	-6%	56%
Cc1ccc(-n2c(=S)[nH]c3sc4c(c3c2=O)CCc2ccccc2-4)cc1	-1%	7%	0%	-4	-4%	15%[57.1 µM]	-25%	-12%	?
CCNC(=O)CC1C(=O)N(CC)C(=S)N1NC(=O)c1ccc(Cl)cc1 (centres undefined)	-2%	3%	-3%	-12	-9%	34%[activator]	-4%	2%	-16%
COc1ccccc1OCCOc1ccccc1/C=N/n1cnnc1	-13%	-2%	18%	-3	-16%	11%	6%	-11%	439%[activator]
Cc1ccc(Cl)cc1NC(=O)COC(=O)CC1CC2CCC1C2 (centres undefined)	?	-8%	0%	1	-2%	-2%	-28%	-18%	0%
CCN(CCCNC(=O)CCCCn1c(=O)[nH]c2ccccc2c1=O)c1ccccc1	-18%	6%	-3%	1	-1%	27%	-12%	4%	-17%
O=C(Nc1nnc(-c2ccc3c(c2)CCCC3)o1)C1CCCCC1	-9%	0%	-2%	-7	-11%	5%	21%	-7%	25%[57.4 µM]
O=C(CN1CCN(C/C=C/c2ccccc2)CC1)NCc1ccccc1	-8%	-4%	1%	-1	-9%	2%	-1%	-15%	-5%
CCCc1cc(=O)oc2cc(C)cc(OC(C)C(=O)NCCN3CCOCC3)c12 (centres undefined)	-2%	-4%	66%[activator]	0&-1	7%	37%	-29%	-8%	?
Cc1ccc(S(=O)(=O)N(CC(O)Cn2c3ccccc3c3ccccc32)c2cccc(C(=O)N(C)C)c2)cc1 (centres undefined)	-16%	?	·	-3	79µM*	-16%	3%	-13%	-22%
COC(=O)C1CN(C(=O)C(C)Oc2cccc(C)c2C)c2ccccc2O1 (centres undefined)	-19%	-11%	15%	-1	-18%	3%	4%	-5%	11%
CC1CCN(c2ccc(NC(=S)NC(=O)c3ccc(-c4cccc([N+](=O)[O-])c4)o3)cc2)CC1	-12%	-2%	-1%	-9	-21%	-18%	?	-9%	-14%

Not all compounds are listed (hit frequency here may not be typical).
